Screening results deposited in PubChem BioAssay by several laboratories.
Redox H2O2 prof: compounds producing H2O2 with reducing agent – biochemical, NIH compound library profiling, artefact control for MLSCN library redox annotation, primary screen | DTT-dependent redox cycling H2O2, phenol red/HRP absorbance; 100% = 100 µM peroxide control, 0% = buffer | activation, % at 10 µM | 200,000 tested, 0.03% active | AID 878;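 active means activation of at least 50% relative to the plate's high and low controls in the primary single-dose screen; inactive means activation below 50%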;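 further: compound incubated with DTT at 0.8 mM final as the reducing agent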
Hsp70 activator: switches on Hsp70 transcription | HeLa Hsp70 promoter luciferase reporter, luminescence; scaled: vehicle 0, proteasome-inhibitor control 100% | activation, % at 10 µM | AID 1203 | 200,000 tested, 0.04% active;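 active means activation above the mean across all tested compounds plus 3 SD, cutoff set per campaign, cut at about 5.5% in these data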;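 further: 100% = MG132 at 30 µM as the positive control and 0% = DMSO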
STAT1 inh: reduces IFN-gamma driven STAT1 reporter signal | NIH 3T3 STAT1-luciferase reporter, luminescence | inhibition, % at 5.5 µM | 200,000 tested, 0.35% active;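 active means inhibition above a set limit, the mean inhibition across all tested compounds plus 3 SD, cut at about 34% in these data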;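 further: 0% = IFN-gamma with DMSO and 100% = IFN-gamma with 300 µM nifuroxazide; values of inactives mirror those of a sister screen read the other way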
APP 5'UTR act: APP 5'UTR luciferase reporter activation. AID 1276. SH-SY5Y APP 5'UTR luciferase reporter, luminescence; zero percent = DMSO vehicle wells. 190,000 tested, 1% active. activation, % at 2 µM;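 active means activation above a set limit, based on mean plus 3 SD of controls, cut at about 140% in these data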; further: values of inactives mirror those of a sister screen read the other way
NF-kB neuron act: NF-kB expression increase, human neuronal cells | NF-kB reporter expression; active compounds read high | fold change at 12.5 µM | 190,000 tested, 1.6% active | AID 1239; in the data active means fold change above about 3.3
HMGR II inh: inhibitors of class II HMG-CoA reductase from Enterococcus faecalis | purified E. faecalis HMGR, NADPH absorbance 340 nm kinetic | 190,000 tested, 0.41% active | inhibition, % at 10 µM | AID 1066;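 active means inhibition above a set limit, the median over all tested compounds plus 3 SD, cut at about 9.5% in these data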;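 further: enzyme runs in reverse so mevalonate oxidation gives rising NADPH absorbance; 0% = complete reaction with DMSO and 100% = background rate lacking mevalonate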
TLR4 MyD88 comp: blocks binding of human TLR4 to MyD88; O00206+Q99836; HeLa CL3-4 TLR4/MyD88 BLA complementation, FRET ratio; inhibition, % at 8.4 µM; 200,000 tested, 0.18% active; AID 861; in the data active means inhibition above about 25%;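 further: 0% = vehicle and 100% = reference inhibitor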
Target sequence (O00206 whole entry, looked up): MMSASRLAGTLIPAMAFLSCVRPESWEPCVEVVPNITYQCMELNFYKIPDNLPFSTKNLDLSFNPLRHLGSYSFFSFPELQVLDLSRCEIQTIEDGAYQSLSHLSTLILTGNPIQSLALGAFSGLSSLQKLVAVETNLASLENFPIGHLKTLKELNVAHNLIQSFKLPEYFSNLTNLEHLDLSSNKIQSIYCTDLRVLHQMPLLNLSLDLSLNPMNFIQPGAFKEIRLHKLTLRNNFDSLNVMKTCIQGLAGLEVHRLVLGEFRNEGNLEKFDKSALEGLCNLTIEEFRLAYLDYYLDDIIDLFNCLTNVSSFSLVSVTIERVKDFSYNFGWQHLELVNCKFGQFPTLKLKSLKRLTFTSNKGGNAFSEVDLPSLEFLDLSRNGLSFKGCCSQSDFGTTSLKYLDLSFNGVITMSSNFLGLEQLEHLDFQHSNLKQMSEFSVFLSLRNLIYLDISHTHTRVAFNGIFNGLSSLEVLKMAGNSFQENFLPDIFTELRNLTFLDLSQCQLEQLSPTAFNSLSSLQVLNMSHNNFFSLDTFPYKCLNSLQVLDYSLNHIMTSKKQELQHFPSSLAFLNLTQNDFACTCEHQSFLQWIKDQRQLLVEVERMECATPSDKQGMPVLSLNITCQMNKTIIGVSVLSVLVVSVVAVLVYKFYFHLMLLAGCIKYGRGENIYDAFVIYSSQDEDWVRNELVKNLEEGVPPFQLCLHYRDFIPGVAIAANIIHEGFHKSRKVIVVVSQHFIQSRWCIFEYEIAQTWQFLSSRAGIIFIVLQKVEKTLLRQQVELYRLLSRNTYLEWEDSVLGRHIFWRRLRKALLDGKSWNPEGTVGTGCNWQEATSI
Target sequence (Q99836 whole entry, looked up): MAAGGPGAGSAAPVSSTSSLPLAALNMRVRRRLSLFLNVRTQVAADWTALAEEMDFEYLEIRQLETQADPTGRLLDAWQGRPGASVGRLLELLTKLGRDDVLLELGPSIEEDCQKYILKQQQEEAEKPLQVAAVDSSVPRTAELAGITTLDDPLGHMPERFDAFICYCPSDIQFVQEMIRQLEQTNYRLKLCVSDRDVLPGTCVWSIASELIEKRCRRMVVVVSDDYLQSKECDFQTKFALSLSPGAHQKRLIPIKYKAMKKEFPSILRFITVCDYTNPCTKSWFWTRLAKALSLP
STAT3 act: activators of IL-6 induced STAT3 signaling; U3A cells, IL-6 STAT3-luciferase reporter, luminescence; 100% = signal with IL-6 EC80 alone; activation (% of control), % at 5.6 µM; 190,000 tested, 0.91% active; AID 871;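 active means activation above the screen-wide mean of compound activation plus 3 SD, cut at about 130% in these data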;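 further: 0% = background luminescence of wells with medium and substrate only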
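Test system: STAT3-luciferase reporter U3A cells; Detection: reporter luminescence signal; Times: 1 h compound pre-exposure, 6 h IL-6 stimulation, 37 °C; Benchmarks: IL-6-only high control; Also added: IL-6 stimulus at 33 ng/mL final.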
STAT3 blocker: STAT3 signaling inhibition; U3A cells, IL-6 STAT3-luciferase reporter, luminescence; host cell line lacks STAT1; inhibition, % at 5.5 µM; 190,000 tested, 0.89% active; AID 862;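 active means inhibition above the mean inhibition across all screened compounds plus 3 SD, cut at about 44% in these data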;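 further: 0% = DMSO only wells and 100% = 100 µM nifuroxazide control wells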
STAT1 activator: activators of IFN-gamma induced STAT1 signaling; NIH 3T3 STAT1-luciferase reporter, luminescence; 100% = IFN-gamma alone, no compound; activation (% of control), % at 5.5 µM; 200,000 tested, 2.6% active;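 active means activation above the screen-wide mean activation plus 3 SD, cut at about 130% in these data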;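 further: raw ratio to IFN-gamma control signal so 100% means no change and 0% no light; values of inactives mirror those of a sister screen read the other way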
Numbers without * were called inactive; / = no result given. Compounds were not picked by outcome. About 5.6% of those tested had a hit in this group.

SMILES	Redox H2O2 prof	Hsp70 activator	STAT1 inh	APP 5'UTR act	NF-kB neuron act	HMGR II inh	TLR4 MyD88 comp	STAT3 act	STAT3 blocker	STAT1 activator
CC(=O)c1ccc(-n2nnnc2SCC(=O)Nc2cccc(NC(=O)c3ccco3)c2)cc1	2.6	-0.5	8	-15	0.87	-6	-9	87	19	93
COC(=O)NNC(=O)c1cccc(C)c1	-8.0	-0.1	3	1	1.3	-1	1	98	8	97
Cc1[nH]c2ccccc2c1C(=O)C(=O)N1CCN(C)CC1	0.3	-0.1	3	0	1.1	-3	-9	109	-5	96
C=CCSC1=C(C#N)C(c2ccccc2Cl)CC(=O)N1 (stereo not drawn)	-2.8	-0.1	0	17	0.86	-3	-5	104	0	100
COc1ccc(-c2nnc3ccc(SCC(=O)Nc4nc5ccccc5s4)nn23)cc1OC	0.1	-0.2	-3	-13	0.35	-3	-8	104	2	103
CN(C)S(=O)(=O)c1cccc(NC(=O)c2cc(-c3cccs3)nc3ccccc23)c1	-0.1	-0.2	-3	-21	0.42	-4	-5	101	3	102
CN1C(=S)SC(N(O)C(=O)NC2CCCCC2)C1(C)C (stereo not drawn)	-0.2	-0.3	-4	4	1.4	3	-2	105	-2	104
Cc1cc(NC(=O)CSc2nnc(Nc3ccccc3)s2)no1	-1.1	-0.2	6	0	1.3	0	2	91	16	95
CCc1cc2c(=O)c(-c3nc4ccccc4n3C)c(COCC(=O)O)oc2cc1OC(=O)C(C)(C)C	-4.4	-0.1	0	-11	1.2	-10	43*	109	-11	100
COc1cccc(C(=O)c2c[nH]c(C(=O)NCCCN(C)C)c2)c1	-0.3	0.2	-8	10	1.2	-3	-6	106	4	106
O=C(Cn1cc([N+](=O)[O-])cn1)NCc1ccco1	-0.8	-0.3	-4	22	1.1	-8	-2	103	4	102
CCOC(=O)N1CCC(=NNc2ccc(S(N)(=O)=O)cc2[N+](=O)[O-])CC1	-0.5	-0.2	3	15	1	3	-10	95	7	98
NS(=O)(=O)c1ccc(N/N=C/c2ccccc2C(=O)O)c([N+](=O)[O-])c1	-1.7	0.5	-1	6	1	1	3	102	4	100
CC(=O)c1nc(-c2ccccc2)sc1C	-0.1	0.1	-13	-5	1.2	-5	5	89	17	112
O=C(NCc1cccs1)c1ccc([N+](=O)[O-])cc1	-0.3	-0.2	5	9	1.2	-1	-4	101	3	96

Ordered by molecular weight (ascending): five of the compounds above.
SMILES	Redox H2O2 prof	Hsp70 activator	STAT1 inh	APP 5'UTR act	NF-kB neuron act	HMGR II inh	TLR4 MyD88 comp	STAT3 act	STAT3 blocker	STAT1 activator
O=C(Cn1cc([N+](=O)[O-])cn1)NCc1ccco1	-0.8	-0.3	-4	22	1.1	-8	-2	103	4	102
Cc1[nH]c2ccccc2c1C(=O)C(=O)N1CCN(C)CC1	0.3	-0.1	3	0	1.1	-3	-9	109	-5	96
Cc1cc(NC(=O)CSc2nnc(Nc3ccccc3)s2)no1	-1.1	-0.2	6	0	1.3	0	2	91	16	95
NS(=O)(=O)c1ccc(N/N=C/c2ccccc2C(=O)O)c([N+](=O)[O-])c1	-1.7	0.5	-1	6	1	1	3	102	4	100
CCc1cc2c(=O)c(-c3nc4ccccc4n3C)c(COCC(=O)O)oc2cc1OC(=O)C(C)(C)C	-4.4	-0.1	0	-11	1.2	-10	43*	109	-11	100

Next part:
SMILES	Redox H2O2 prof	Hsp70 activator	STAT1 inh	APP 5'UTR act	NF-kB neuron act	HMGR II inh	TLR4 MyD88 comp	STAT3 act	STAT3 blocker	STAT1 activator
CCOC(=O)c1[nH]cnc1C(=O)Nc1ccccc1	0.0	0.2	-11	-3	1	3	-4	89	21	110
COc1ccc(NC(=S)N2CCN(CCN3C(=O)c4cccc5cccc(c45)C3=O)CC2)cc1	-0.1	-0.3	-4	0	1.4	-2	10	90	16	101
O=C(/C=C/c1ccc(Cl)cc1)Nc1ccc(N2CCOCC2)cc1	-1.1	-0.3	2	1	1.1	-1	-4	83	26	97
COc1cccc(C(=O)Nc2cccc(-c3nc4ncccc4o3)c2C)c1	-0.1	0.0	-1	-2	0.9	-5	9	82	24	101
COCCCNC(=S)NCCc1ccc(F)cc1	-0.9	0.4	-11	20	1.3	-4	-10	95	16	110
O=c1c(O)c(-c2cccs2)oc2ccccc12	0.3	-0.4	16	1	1.1	-4	19	76	30	86
CC1=NC(C#N)=C(C#N)NC(C)(C)C1	-0.2	-0.1	1	-4	1.1	7	-9	101	8	99
COc1ccc(/C=C/C(=O)O)cc1S(=O)(=O)N1CCCCC1	-1.0	0.4	-1	-21	1.1	-3	-4	90	14	99
CC(C)N1C(=O)CCC1C(=O)NCCc1ccc(Cl)cc1 (stereo not drawn)	-0.4	0.1	3	6	1.2	1	0	102	-2	97
CCOC(=O)c1c(CN2CCN(C)CC2)oc2ccc(O)cc12	3.0	-0.5	6	1	1.1	0	-8	98	11	95
CCc1cccc(NC(=O)Cn2cc(C=O)c3ccccc32)c1	0.0	-0.3	18	-26	0.99	-4	-4	72	36	82
COc1ccc2c(c1)-c1nc(/N=C/c3c(O)ccc4ccccc34)sc1CC2	0.1	-0.1	-6	-18	1	-4	12	111	-14	105
CCOC(=O)c1sc2nc(COC(=O)c3c(F)cccc3F)[nH]c(=O)c2c1C	-2.7	-0.2	-4	-10	1.5	-1	-4	83	23	102
COc1ccc(-c2cn[nH]c2C)cc1OC	-0.6	-0.1	10	9	0.89	1	0	95	11	89
CC(C)COc1ccc(Cc2cnc(N)nc2N)cc1	0.5	0.0	-1	8	1.1	-4	-11	103	-7	101
CSc1nc(C)cc(SCC(=O)Nc2ccc(Cl)cc2Cl)n1	0.0	-0.6	1	-9	1.4	-4	-6	99	5	99
CCn1c(=N)n(CC(O)c2ccco2)c2ccccc21 (stereo not drawn)	2.9	0.1	-2	-10	1.2	-3	14	104	-1	102
CCn1ncc(/C=N\NC(=O)Cc2ccc([N+](=O)[O-])cc2)c1C	-0.8	0.0	-2	56	0.61	-1	4	108	-12	102
CC(=O)N1CCC(N(CCN2CCOCC2)C(=S)Nc2cc(C)ccc2C)CC1	-0.5	-0.3	10	2	1.4	-3	6	104	-7	91
COc1cc(C2NC(=O)NC(c3ccccc3)=C2C(C)=O)cc(Cl)c1OCC(=O)O (stereo not drawn)	0.0	0.2	1	0	1.3	14*	3	106	2	99
Cc1ccc(S(=O)(=O)NC(=NCC(=O)O)c2ccccc2)cc1	-0.3	0.1	9	2	0.93	0	-3	98	8	91
O=C(NCc1cccs1)C1CCCN(S(=O)(=O)c2ccc(Br)s2)C1 (stereo not drawn)	0.0	-0.3	-2	-4	0.94	0	-16	99	1	112
CCOC(=O)COc1c(Cl)cc(C2NC(=S)NC(c3ccccc3)=C2C(C)=O)cc1OCC (stereo not drawn)	0.3	-0.1	5	19	1.1	0	11	122	-32	95
O=C(NCc1ccncc1)C1CCN(S(=O)(=O)Cc2ccccc2)CC1	-0.7	-0.4	-4	/	1.1	-1	7	99	1	109
O=C(CSc1ncc(-c2ccccc2)[nH]1)Nc1cccc(O)c1	-1.3	0.0	3	3	0.79	-5	8	96	10	97
Cc1ccc2ncnc(NCCCN3CCOCC3)c2c1	0.8	-0.3	4	-7	0.86	-5	7	106	-6	96
Cc1ccccc1N(CC(=O)NCCSC1CCCCC1)S(=O)(=O)c1ccccc1	2.7	-0.4	1	-6	0.67	0	2	104	2	99
CC(=O)NN1C(=O)/C(=C\c2ccc(O)cc2)SC1=S	-0.2	-0.1	-7	-2	1.4	3	4	104	0	105
Cc1ccc(-n2nnnc2SCc2nc3sc(C)c(C)c3c(=O)[nH]2)cc1	0.2	-0.3	10	-3	1.2	-7	-10	95	4	91
Cc1cc(C)c(NC(=O)CSc2nc3ccc(NC(=O)CSc4nnnn4Cc4ccccc4)cc3s2)c(C)c1	1.3	-0.2	-2	5	/	/	3	96	9	102
O=C(Nc1cc(=O)[nH]c(=O)[nH]1)c1cccc(Br)c1	0.5	0.0	1	-8	1.1	6	-11	108	0	99
CN1CCc2nc(NC(=O)c3cccc(S(=O)(=O)N4CCc5ccccc54)c3)sc2C1	-0.7	-0.2	6	11	0.88	-3	-16	100	3	94
COC(=O)NNC(=O)/C=C/c1ccccc1	-0.3	-0.3	-2	-18	1.6	-2	8	100	0	102
Cc1cccc(C(=O)Nc2ccc3c(c2)C(=O)N(CC(C)C)C3=O)c1	-0.1	0.1	-25	32	1.4	1	6	95	11	120
CCOC(=O)c1c(C)n(C)c2ccc(OC)c(NC(=O)CCN3CCSCC3)c12	-0.1	-0.3	-6	3	1.1	-1	1	98	3	107
COc1ccc(CNC(=O)c2ccccc2[N+](=O)[O-])cc1	2.4	-0.1	2	-4	0.97	0	-4	105	5	98
O=C(Nc1ccn(Cc2c(F)c(F)cc(F)c2F)n1)c1ccc(COc2ccccc2Cl)cc1	-1.8	0.1	3	16	0.65	4	-6	79	27	98
CCCC/C(O)=C/c1nc2ccccc2[nH]c1=O	-1.1	0.0	-16	8	1.2	-5	10	84	26	113
C=CCOC(=O)C1=C(C)OC(N)=C(C#N)C1c1c(C)nn(-c2ccccc2)c1Cl (stereo not drawn)	2.0	-0.2	-3	1	0.8	-3	-8	108	-7	102
COc1ccc(NC(=O)C2CCCN(S(=O)(=O)c3cccc4cccnc34)C2)cc1OC (stereo not drawn)	0.0	-0.4	2	4	0.64	-4	-11	97	9	98
CC(NC(=O)c1cc2ccccc2o1)c1ccccc1 (stereo not drawn)	-0.9	-0.2	6	-12	0.94	-4	13	108	-6	93
COc1ccc(C(=O)Nc2ccccc2C(=O)NC(C)C)cc1OC	-0.2	-0.2	7	12	0.99	-2	4	101	-2	93
O=C(/C=C/c1ccc(Cl)c([N+](=O)[O-])c1)Nc1ccc(N2CCCC2)cc1	-0.2	-0.3	0	-2	1	-4	6	105	-4	100
Cc1ccccc1NC(=O)CC1c2ccccc2CC(C)(C)N1C (stereo not drawn)	0.0	-0.1	-2	-4	1	-10	-15	104	2	100

Fetched by compound from above, 5 records:
SMILES	Redox H2O2 prof	Hsp70 activator	STAT1 inh	APP 5'UTR act	NF-kB neuron act	HMGR II inh	TLR4 MyD88 comp	STAT3 act	STAT3 blocker	STAT1 activator
CCOC(=O)c1c(C)n(C)c2ccc(OC)c(NC(=O)CCN3CCSCC3)c12	-0.1	-0.3	-6	3	1.1	-1	1	98	3	107
COc1ccc(NC(=O)C2CCCN(S(=O)(=O)c3cccc4cccnc34)C2)cc1OC (stereo not drawn)	0.0	-0.4	2	4	0.64	-4	-11	97	9	98
O=C(/C=C/c1ccc(Cl)c([N+](=O)[O-])c1)Nc1ccc(N2CCCC2)cc1	-0.2	-0.3	0	-2	1	-4	6	105	-4	100
COC(=O)NNC(=O)/C=C/c1ccccc1	-0.3	-0.3	-2	-18	1.6	-2	8	100	0	102
CCCC/C(O)=C/c1nc2ccccc2[nH]c1=O	-1.1	0.0	-16	8	1.2	-5	10	84	26	113
